# CRFR2-BP ag – CRF-BP/CRF-R2 complex agonism; hit rate 0.46% among 350,000; activation, % at 13.2 µM; HEK293 CRF-R2/CRF-BP, calcium dye fluorescence (FLIPR); percent of saturating CRF peptide response; AID 588473;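 active means activation of at least 50%, plus an integration ratio under a set limit after plate pattern correction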;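 further: plate controls were neutral control wells without compound for no effect and CRF at EC100 for full effect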
# CHRM5 agonist – agonists of human muscarinic M5 receptor (CHRM5) | P08912 | CHO-K1 hM5 cells, Fluo-8 calcium fluorescence; 0% DMSO wells, 100% maximal acetylcholine response | activation, % at 3 µM | hit rate 0.19% among 360,000 | AID 624037;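 active means activation above the run's mean over test compounds plus 3 SD, cut at about 23% in these data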;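 further: signal is peak over basal fluorescence ratio across the kinetic read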
# Target sequence (P08912 whole entry, looked up): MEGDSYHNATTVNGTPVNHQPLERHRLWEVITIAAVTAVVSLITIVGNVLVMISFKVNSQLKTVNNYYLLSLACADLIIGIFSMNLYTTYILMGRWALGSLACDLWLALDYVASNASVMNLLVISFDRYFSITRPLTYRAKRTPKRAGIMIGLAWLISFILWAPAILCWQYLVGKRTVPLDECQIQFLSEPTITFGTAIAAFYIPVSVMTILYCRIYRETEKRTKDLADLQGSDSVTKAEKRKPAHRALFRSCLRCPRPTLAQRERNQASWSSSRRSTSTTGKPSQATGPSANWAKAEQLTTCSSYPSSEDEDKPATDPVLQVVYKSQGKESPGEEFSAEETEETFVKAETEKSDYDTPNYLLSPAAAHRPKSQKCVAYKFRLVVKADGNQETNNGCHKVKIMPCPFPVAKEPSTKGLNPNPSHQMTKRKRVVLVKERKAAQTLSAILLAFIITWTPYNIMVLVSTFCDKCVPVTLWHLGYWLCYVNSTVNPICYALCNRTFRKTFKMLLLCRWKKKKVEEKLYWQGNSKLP
# CHRM5 antagonist – CHRM5 antagonism in calcium assay; inhibition, % at 3 µM; hit rate 0.59% among 360,000; P08912; CHO-hM5 cells, Fluo-8 calcium fluorescence, ACh EC80;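 active means inhibition above a per-plate cutoff, the mean of that plate's test compounds plus 3 SD, cut at about 27% in these data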;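 further: 0% = acetylcholine EC80 with DMSO and 100% = DMSO without agonist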
# TAAR1 antagonist – antagonists of human TAAR1; hit rate 1.5% among 360,000; CHO RD-HGA16 TAAR1, Fluo-8 calcium fluorescence, antagonist; inhibition, % at 3 µM;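 active means inhibition above a per-plate cutoff, the mean inhibition of test compounds on that plate plus 3 SD, cut at about 49% in these data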;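 further: 0% = DMSO plus EC80 beta-PEA response and 100% = DMSO alone without agonist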
#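 Test system: hTAAR1-expressing CHO RD-HGA16 cells, Gα16-coupled; Probe or stimulus: EC80 β-phenethylamine stimulus; Compound dosing: single nominal final test compound concentration of 3 µM; Timing: 140 s kinetic read after compound, 140 s after agonist; Signal: Fluo-8 calcium-sensitive fluorescence; Measure: % inhibition of agonist calcium response; Controls: DMSO and EC80 PEA controls.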
# CHO-K1 Ca PAM – M1 PAM counterscreen hit in parental CHO-K1 cells | ATP EC20, Fluo-8 calcium fluorescence; 0% at ATP EC20, 100% at ATP max | activation, % at 3 µM | hit rate 0.02% among 360,000 | AID 602247;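 active means activation above the run cutoff, the mean activation of all test compounds plus 3 SD, cut at about 40% in these data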;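 further: peak over basal fluorescence ratio in a 140 s read after ATP addition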
# CHRM5 PAM – CHRM5 positive allosteric modulation; hit rate 0.3% among 360,000; AID 624038; P08912; CHO-K1 hM5, Fluo-8 calcium, ACh EC20 PAM; 0% = ACh EC20, 100% = ACh EC100; activation, % at 3 µM;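 active means activation above the run cutoff, the mean activation of all test compounds plus 3 SD, cut at about 18% in these data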
#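 Measured by: Fluo-8 calcium fluorescence; material: human M5 receptor in CHO-K1 cells; schedule: Post-acetylcholine fluorescence recording 140 s; benchmarks: low control EC20 acetylcholine (0%), high control EC100 acetylcholine (100%); read-out: Max/basal fluorescence ratio as % of EC20–EC100 ACh window; compound: single dose, 3 µM nominal final test concentration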
# TAAR1 agonist – human TAAR1 agonism | CHO RD-HGA16 TAAR1, Fluo-8 calcium fluorescence; vehicle wells 0%, saturating PEA agonist 100% | hit rate 0.99% among 360,000 | AID 624467 | activation, % at 3 µM | Q96RJ0;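 active means activation above the mean activation of all test compounds in the run plus 3 SD, cut at about 38% in these data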
#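 Test system: RD-HGA16 (CHO) cells co-expressing Gα16 and hTAAR1 | Doses: Single dose, 3 µM | Schedule: 17-24 h seeding, 75 min 37 °C dye, 30 min RT | Evaluation: % activation from peak over basal fluorescence ratio, DMSO-to-PEA scaled | Technique: Kinetic Fluo-8 calcium fluorescence | Benchmarks: Low control DMSO, high control PEA (EC100)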
# CRFBP-R2 block – antagonists of CRF-binding protein/CRF-R2 receptor complex; HEK293 CRF-R2/CRF-BP, CRF-induced calcium fluorescence; AID 588475; hit rate 0.59% among 350,000; inhibition, % at 11.8 µM;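 active means inhibition of the ligand-induced calcium signal above about 50% at the single tested concentration, limit read from the data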
# M4 PAM – potentiates acetylcholine response at human M4 receptor; CHO-K1 hM4/Gqi5, Fluo-8 calcium fluorescence, ACh EC20; 0% = ACh EC20, 100% = maximal ACh; AID 624126; activation, % at 3 µM; P08173; hit rate 0.4% among 360,000;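 active means activation above its plate's cutoff, the mean activation of sample wells plus 3 SD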; further: some results filed as inactive read as strong as hits
# Target sequence (P08173 whole entry, looked up): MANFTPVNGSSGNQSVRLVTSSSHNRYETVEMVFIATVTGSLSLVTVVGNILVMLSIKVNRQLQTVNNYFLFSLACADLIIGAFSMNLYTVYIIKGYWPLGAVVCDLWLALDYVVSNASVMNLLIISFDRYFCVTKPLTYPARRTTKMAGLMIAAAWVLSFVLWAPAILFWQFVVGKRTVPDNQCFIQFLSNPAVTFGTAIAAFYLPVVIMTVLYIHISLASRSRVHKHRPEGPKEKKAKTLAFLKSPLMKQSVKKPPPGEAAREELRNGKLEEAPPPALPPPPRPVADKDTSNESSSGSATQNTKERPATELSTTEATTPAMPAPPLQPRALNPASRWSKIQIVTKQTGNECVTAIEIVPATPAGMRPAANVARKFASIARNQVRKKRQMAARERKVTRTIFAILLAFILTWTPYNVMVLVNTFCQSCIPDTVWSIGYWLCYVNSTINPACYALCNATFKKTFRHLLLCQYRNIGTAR
# An asterisk follows results filed as active; x = not tested or not shown.
# Screens in order – CRFR2-BP ag	CHRM5 agonist	CHRM5 antagonist	TAAR1 antagonist	CHO-K1 Ca PAM	CHRM5 PAM	TAAR1 agonist	CRFBP-R2 block	M4 PAM
Cc1c(C(c2cccc([N+](=O)[O-])c2O)c2c(C)n(C)n(-c3ccccc3)c2=O)c(=O)n(-c2ccccc2)n1C
→ -3.0	-5.0	-7.1	-11.4	24.9	0.7	1.8	-3.5	17.0
CCN(CC)C(=O)c1ccccc1NS(=O)(=O)c1cccs1
→ 0.5	-4.7	4.0	2.8	9.7	-5.3	0.1	-15.9	-3.0
CCCCn1c(N2CCC(Cc3ccccc3)CC2)nc2c1c(=O)[nH]c(=O)n2C
→ -0.8	-6.5	23.6	-2.2	23.1	-6.5	5.7	-36.8	-5.3
CCOc1ccc(/C=N/NC(=S)NC2CC3CCC2C3)cc1 (stereo not drawn)
→ 1.1	-1.8	9.8	-17.3	16.1	-2.0	-0.3	-12.8	-8.8
O=C1CC(c2ccco2)Cc2nc(Nc3nc(-c4ccccc4)c4ccccc4n3)ncc21 (stereo not drawn)
→ -0.2	-0.8	2.2	-2.6	2.3	-4.8	2.7	-23.7	3.8
Cc1cccc(Nc2nc3ccccc3n3nnnc23)c1
→ 0.2	-5.3	8.1	-2.2	18.4	-4.7	4.2	-21.8	-2.3
CC(C)C(NS(=O)(=O)c1cccs1)C(=O)N1CCc2ccccc2C1 (stereo not drawn)
→ 1.3	-2.4	4.4	-2.6	-7.0	7.9	24.5	-10.8	10.4
O=C(O)CC1(C(=O)O)CC2C=CC1C2 (stereo not drawn)
→ 1.8	1.2	6.9	3.6	-9.5	-6.3	1.0	-6.4	3.4
CCOc1ccc(CN2CCN(Cc3cnn(CC)c3C)CC2CCO)cc1 (stereo not drawn)
→ -0.8	-1.8	1.2	1.0	-2.1	-1.8	0.8	-0.2	-6.9
COc1cc(CC2C(=O)OCC2C(=O)c2ccc3c(c2)OCO3)cc(OC)c1OC (stereo not drawn)
→ -2.6	0.6	10.5	-10.3	6.0	6.2	0.2	-8.6	2.8
CCn1c(=O)c(-c2ccccc2)c(O)c2ccccc21
→ 1.0	-3.2	-0.6	-7.4	10.9	4.4	13.9	-8.7	5.7
O=C(NCC(=O)N1CCN(c2ccccc2)CC1)c1ccco1
→ 0.2	-3.4	14.5	-12.2	-16.1	-1.2	-0.1	-20.4	1.8
O=S(=O)(Nc1nc2ccccc2nc1N1CCN(c2ccccn2)CC1)c1ccc(Cl)cc1
→ 15.3	2.7	-1.5	18.4	12.4	-8.2	2.6	-2.6	-2.6
CC(=O)c1cccc(CN2CCCC(C(=O)Nc3ccc(-c4ccco4)cc3)C2)c1 (stereo not drawn)
→ -1.7	-4.6	6.2	5.6	-3.8	-3.8	3.6	4.2	-11.4
O=C(O)c1ccccc1/C=N/Nc1ccc(S(=O)(=O)N2CCCC2)cc1[N+](=O)[O-]
→ -1.3	-4.2	4.4	-15.7	24.4	2.0	-1.7	4.0	-1.2
O=C(COC(=O)c1cc(Cl)cc(Cl)c1)NCCN1C(=O)CSC1=O
→ -2.3	-1.9	11.2	-9.2	-14.5	-6.7	6.3	14.2	1.6
O=C(O)CCCNS(=O)(=O)/C=C/c1ccccc1
→ -0.8	-1.2	-2.9	-7.9	-2.1	3.6	3.5	-6.4	7.2
N/C(=N\OC(=O)c1cccc(Cl)c1)c1ccccn1
→ -0.1	0.1	0.1	4.0	24.1	2.4	1.1	-10.7	2.1
COc1ccc2c(c1)/C(=C/c1cc(OC)c(OC)c(OC)c1)C(=O)N2
→ -2.6	0.7	15.2	19.7	16.5	-16.7	4.8	106.1*	-2.4
O=C(/C=C/c1ccc2c(c1)OCO2)Nc1cccnc1
→ -0.5	0.4	4.5	-2.1	22.8	2.8	3.3	-0.8	6.2
COc1cc(C(=O)NCCc2ccc(F)cc2)ccc1OCC(=O)N1CCOCC1
→ 1.1	0.4	7.2	x	13.0	1.4	x	-6.6	2.0
CC1(C(=O)NS(=O)(=O)c2cccc(OC(F)F)c2)CCN1C(=O)c1ccccc1CCc1ccccc1 (stereo not drawn)
→ x	0.9	-1.7	-11.4	-4.9	-1.6	1.7	x	6.6
COc1cc(/C=N/NC(=O)C(C)n2nnc3ccccc32)ccc1O (stereo not drawn)
→ -2.2	0.9	-4.0	-16.7	23.5	2.4	7.2	-0.4	0.4
O=C(Nc1cccc(C(F)(F)F)c1)C(Sc1n[nH]c(=O)[nH]c1=O)c1ccccc1 (stereo not drawn)
→ -1.0	0.1	3.4	-9.4	17.1	-2.4	1.6	-9.0	3.5
CCc1c(C)nc2c(C#N)c(C)[nH]n2c1=O
→ -0.1	-1.0	-7.1	-7.7	13.6	4.2	13.5	-7.0	8.7
Cc1ccc(-c2nnc(SCC(=O)NC3CC3)o2)cc1
→ -1.4	-3.3	7.7	5.1	20.5	-2.1	9.4	10.8	-0.1
CCOc1ccc(-c2csc(N)c2C(=O)OC)cc1
→ 2.1	-10.8	1.7	-9.2	14.7	-2.8	1.2	-15.2	-0.3
O=C(CSc1nc2ccccc2s1)NC(=O)NCc1ccco1
→ 1.4	-2.6	1.9	-10.5	25.4	1.4	3.3	-42.6	6.2
Cc1ccc(C)c(NC(=O)C(Sc2nc3ccccc3c(=O)n2CC(C)C)c2ccccc2)c1 (stereo not drawn)
→ 6.8	-5.0	4.9	55.9*	13.4	-3.5	6.5	-8.5	6.9
O=C(c1[nH]c(C(F)(F)F)nc1-c1ccccc1)N1CCN(CCN2CCOCC2)CC1
→ x	2.4	0.2	-8.6	7.8	4.1	0.9	x	3.0
CN1N=C(/C=C/c2ccccc2)CCC1=O
→ -1.5	-2.2	-12.7	4.4	-9.8	1.1	8.8	7.7	5.6
CCN(CC)C(=O)CN(c1ccc2c(c1)OCO2)S(C)(=O)=O
→ 0.1	1.3	-1.1	-25.1	15.0	2.9	0.2	-7.4	0.4
CCOC(=O)/C=C1\SCC(=O)N1CC(=O)NC1CCCCC1
→ 0.8	1.0	-1.2	1.4	-5.1	-0.4	9.4	-6.2	17.0
O=C(NCC1CC1)Nc1cccc(C(F)(F)F)c1
→ 5.1	-1.9	3.4	-19.5	9.8	-10.3	4.0	2.4	4.8
CN1/C(=C/C=C(C#N)C#N)C=Cc2ccccc21
→ 6.7	-1.2	9.2	-20.0	13.6	-5.3	0.9	6.8	-8.5
CC(C)c1ccc(S(=O)(=O)N2CCN(C(=O)CN3C(=O)c4ccccc4C3=O)CC2)cc1
→ -2.4	0.2	3.2	-7.6	22.2	5.8	-0.1	17.1	13.9
CCOc1ccc(C(=O)COC(=O)c2cc([N+](=O)[O-])ccc2N2CCOCC2)cc1
→ 2.5	-6.3	11.1	8.3	5.2	-8.2	-1.5	-6.2	-4.4
COCCCN(CC(=O)Nc1ccc(N2CCOCC2)cc1)S(=O)(=O)c1ccc(C)cc1
→ -1.4	-1.4	3.1	-17.6	15.9	-2.5	2.3	5.2	-9.8
O=c1[nH]cnc2c1sc1nc3c(c(-c4ccc(Cl)cc4)c12)CCC3
→ 0.1	-0.1	3.9	-5.7	21.5	-3.5	21.1	-14.8	-1.6
Cc1ccc(C(=O)NCC(=O)OCc2c(F)cccc2Cl)s1
→ 0.7	3.0	13.3	9.2	3.9	3.5	24.2	-12.1	2.9

# Some entries already given with just CRFR2-BP ag, CHO-K1 Ca PAM and CHRM5 agonist:
smiles,CRFR2-BP ag,CHO-K1 Ca PAM,CHRM5 agonist
CCc1c(C)nc2c(C#N)c(C)[nH]n2c1=O,-0.1,13.6,-1.0
Cc1ccc(-c2nnc(SCC(=O)NC3CC3)o2)cc1,-1.4,20.5,-3.3
CCOc1ccc(-c2csc(N)c2C(=O)OC)cc1,2.1,14.7,-10.8

# TAAR1 antagonist: hit marks shown above.
structure | CRFR2-BP ag | CHRM5 agonist | CHRM5 antagonist | TAAR1 antagonist | CHRM5 PAM | CRFBP-R2 block | M4 PAM
Cc1ccc(C)c(NC(=O)C(Sc2nc3ccccc3c(=O)n2CC(C)C)c2ccccc2)c1 (stereo not drawn) | 6.8 | -5.0 | 4.9 | 55.9* | -3.5 | -8.5 | 6.9

# Additional results.
SMILES,CRFR2-BP ag,CHRM5 agonist,CHRM5 antagonist,TAAR1 antagonist,CHO-K1 Ca PAM,CHRM5 PAM,TAAR1 agonist,CRFBP-R2 block,M4 PAM
O=C(Nc1nc2ccccc2s1)c1cc2c(s1)-c1ccccc1OC2,-1.6,2.5,0.1,12.5,5.9,-6.2,-1.0,5.5,-8.4
O=C(OC(C(=O)NC1CCCC1)c1cccnc1)C1=Cc2ccccc2OC1 (stereo not drawn),1.7,0.6,-1.5,-7.6,18.3,4.2,3.9,2.2,11.9
COc1ccc(-c2nnn(CC(=O)N(CCN3CCOCC3)C(C(=O)NC3CCCC3)c3ccco3)n2)cc1 (stereo not drawn),0.7,-4.9,7.9,21.1,10.4,-1.9,3.0,7.3,-6.8
CCCCCCCCc1nc(SCC(C)=O)n[nH]1,0.7,-4.0,-1.0,12.3,-12.8,-1.1,1.2,3.5,-10.1
CC(=O)N1CCc2cc(Br)cc(S(=O)(=O)N3CCCCCC3)c21,0.5,-5.8,-4.9,0.4,6.3,1.9,2.3,-8.4,-3.1
O=S(NC1CCCCC1)C12CC3CC(CC(C3)C1)C2 (stereo not drawn),0.5,2.0,-0.1,1.0,15.8,-3.4,13.2,-29.6,0.4
CCOC(=O)C(Cc1ccccc1)NC(=O)CCc1c(C)nc2ncnn2c1C (stereo not drawn),-0.5,-0.3,-3.1,-9.3,17.3,2.3,12.1,5.5,-0.9
CCO[C@H]1OC(C(=O)NCc2nc3ccccc3[nH]2)=C[C@@H](c2ccc(C(F)(F)F)cc2)[C@@H]1CCCO,2.2,-10.8,4.1,40.9,12.4,-16.5,10.4,-3.8,-4.8
COc1ccc(CCNC(=O)c2nnn(CC(=O)Nc3c(C)cc(C)cc3C)c2N)cc1OC,-1.2,-4.4,7.4,-20.0,-14.7,-0.2,2.6,-4.6,1.3
CCCOC(=O)c1ccc(NC(=O)c2c(Cl)ccc(Cl)c2OC)cc1,1.9,-4.6,-3.6,15.0,8.3,-7.7,3.6,-15.9,-6.9

# Screening data as filed in PubChem.
